Bim-Mcl-1: disrupts Bim peptide binding to human Mcl-1; Bead-based flow cytometry, Bim peptide-Mcl-1 binding; Q07820; inhibition, % at 10 µM; 190,000 tested, 0.1% active; AID 1009; in the data active = inhibition above about 40%;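 also: 0% = no compound tracer wells and 100% = peptide blocker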
Target sequence (Q07820 whole entry, looked up): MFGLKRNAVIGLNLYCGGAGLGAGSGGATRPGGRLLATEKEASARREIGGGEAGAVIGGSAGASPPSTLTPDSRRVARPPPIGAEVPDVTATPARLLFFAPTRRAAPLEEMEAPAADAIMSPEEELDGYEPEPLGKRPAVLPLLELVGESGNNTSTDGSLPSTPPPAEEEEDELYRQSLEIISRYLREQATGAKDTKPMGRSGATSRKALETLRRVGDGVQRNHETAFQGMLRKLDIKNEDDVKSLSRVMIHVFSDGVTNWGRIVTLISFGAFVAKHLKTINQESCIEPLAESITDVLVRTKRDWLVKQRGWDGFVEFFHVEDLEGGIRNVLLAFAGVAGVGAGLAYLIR
Rab2A wt mod: changes GTP binding to wildtype dog Rab2A, up or down. GTP binding activity, % at 10 µM. GST-Rab2 wt beads, Bodipy-GTP binding, flow cytometry. AID 760. 190,000 tested, 0.19% active;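 active = GTP binding activity at least 20 points away from 100%, either lowered or raised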;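 also: 0% = beads with excess unlabeled GTP and 100% = no-compound control corrected for plate trend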
Cdc42 wt GTP: changes GTP binding to wildtype human Cdc42. P60953. GST-Cdc42 beads, Bodipy-GTP binding, flow cytometry; actives lie on both sides. percent activity (GTP binding), % at 10 µM. 190,000 tested, 0.2% active. AID 761;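 active = percent activity GTP binding at least 20 points away from the 100% baseline, either down as inhibitor or up as activator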;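 also: median bead fluorescence of bound Bodipy-FL-GTP at 100 nM; 0% = excess unlabeled GTP control and 100% = no compound control; below 100% means less GTP binding so inhibitor and above means activator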
Mcl1 Noxa PPI: Mcl-1/Noxa interaction inhibition; inhibition, % at 21.7 µM; 220,000 tested, 1.5% active; AID 1022; TR-FRET Mcl-1/Noxa peptide binding, 2 h; Q07820;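 active = compounds that cut the protein-peptide binding signal by more than 50% relative to plate controls in a single-dose test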;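 also: His-tagged Mcl-1 with rhodamine Noxa BH3 peptide and terbium anti-His antibody; 0% = Mcl-1 plus Noxa peptide wells and 100% = peptide-only wells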
Rac1 act GTP bind: alters GTP binding to activated mutant human Rac1; P63000; GST-Rac1 activated beads, fluorescent GTP binding, flow cytometry; actives lie on both sides; 100% means binding = to untreated wells; percent activity (GTP binding), % at 10 µM; 190,000 tested, 0.11% active; AID 764;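 active = GTP binding at least 20 percentage points away from the 100% baseline, in either direction, so actives lie on both sides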
HRas wt GTP bind: changes GTP binding to wildtype human HRas. P01112. GST-Ras wt beads, Bodipy-FL-GTP binding, flow cytometry; actives lie on both sides. GTP binding activity, % at 10 µM. 190,000 tested, 0.14% active. AID 759;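 active = GTP binding activity at least 20% away from the 100% baseline, either lowered as inhibitor or raised as activator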;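 also: 0% = unlabeled GTP competition control and 100% = no-compound control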
Target sequence (P01112 whole entry, looked up): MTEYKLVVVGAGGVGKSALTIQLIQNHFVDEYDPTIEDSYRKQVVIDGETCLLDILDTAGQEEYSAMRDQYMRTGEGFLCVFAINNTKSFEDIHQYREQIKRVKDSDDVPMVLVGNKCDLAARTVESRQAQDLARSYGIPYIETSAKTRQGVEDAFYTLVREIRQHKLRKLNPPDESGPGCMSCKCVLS
Pf gametocyte: inhibitors of late stage P. falciparum gametocyte viability; P. falciparum stage V gametocytes, ATP luminescence, 24 h; inhibition, % at 10.9 µM; 150,000 tested, 0.065% active; AID 743093;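 active = inhibition above the mean plus 3 SD of compounds within the control limits, set per campaign, cut at about 38% in these data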;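 also: 0% = DMSO wells and 100% = medium only without gametocytes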
Mcl1-Bid inh: Mcl-1/Bid interaction inhibition; 220,000 tested, 0.97% active; inhibition, % at 21.7 µM; Q07820; TR-FRET Mcl-1/Bid-Dy647 peptide binding, 1536-well;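 active = compounds that cut the binding signal by more than half at the single screening dose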;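 also: His-tagged Mcl-1 with europium anti-His antibody binding Bid BH3 peptide; 0% = Mcl-1 plus peptide wells and 100% = peptide-only wells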
Rab7 wt modul: modulators of GTP binding to dog Rab7 wildtype GTPase. GST-Rab7 beads, fluorescent GTP binding, flow cytometry; actives lie on both sides; untreated = 100%, excess cold GTP = 0%. AID 758. GTP binding activity (percent of control), % at 10 µM. 190,000 tested, 0.055% active;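 active = fluorescent GTP binding to Rab7 beads changed by at least 20 points from the 100% baseline, either direction, mostly lower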;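 also: median green fluorescence of bound Bodipy-FL-GTP per Rab7 bead population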
RGS8-Gao reg: regulators of human RGS8-Galphao interaction | multiplexed bead flow cytometry, RGS8-Galphao binding; actives lie on both sides | response (percent of control binding), % at 10 µM | 220,000 tested, 0.34% active | AID 1423; in the data active = response below about 60% or above about 140%; inactive = in between;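 also: Galphao activated as the GDP aluminium fluoride complex binding bead-coupled RGS8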
Target sequence (P09471 whole entry, looked up): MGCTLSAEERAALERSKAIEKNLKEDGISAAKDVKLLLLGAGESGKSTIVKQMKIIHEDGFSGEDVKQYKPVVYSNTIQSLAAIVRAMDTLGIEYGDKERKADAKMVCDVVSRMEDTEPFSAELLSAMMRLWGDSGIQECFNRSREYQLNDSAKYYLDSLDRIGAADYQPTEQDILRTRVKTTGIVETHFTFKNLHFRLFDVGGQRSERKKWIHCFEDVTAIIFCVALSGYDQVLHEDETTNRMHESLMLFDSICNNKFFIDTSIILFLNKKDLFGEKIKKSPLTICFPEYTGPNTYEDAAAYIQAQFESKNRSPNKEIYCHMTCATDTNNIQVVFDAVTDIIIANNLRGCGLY
Rac1 wt modul: modulators of human Rac1 wildtype GTP binding. P63000. GST-Rac1 beads, fluorescent GTP binding, flow cytometry; actives lie on both sides; 0 = cold GTP competed, 100 = untreated. GTP binding activity (% of control), % at 10 µM. 190,000 tested, 0.27% active. AID 757;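 active = GTP binding activity at least 20 points away from the 100% control level, either lower or higher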
* = called active by the depositor; x = not tested or not shown.

SMILES | Bim-Mcl-1 | Rab2A wt mod | Cdc42 wt GTP | Mcl1 Noxa PPI | Rac1 act GTP bind | HRas wt GTP bind | Pf gametocyte | Mcl1-Bid inh | Rab7 wt modul | RGS8-Gao reg | Rac1 wt modul
O=c1nc2n(c3c4c(sc13)CCC4)CCC2 | 5 | 99 | 94 | -37 | 95 | 97 | x | -59 | 98 | 104 | 97
Nc1nc2c3ccccc3nc(C3CC3)n2n1 | -2 | 93 | 96 | -34 | 95 | 95 | 4 | -9 | 100 | 102 | 95
S=C(NCCN1CCOCC1)Nc1ccc(Cl)cc1 | -1 | 101 | 103 | -1 | 100 | 101 | x | -51 | 99 | 102 | 105
CC(C)(C)c1ccc(OCc2ccc(C(=O)N3CCOCC3)o2)cc1 | -2 | 98 | 97 | 20 | 97 | 99 | x | -6 | 99 | 101 | 103
Brc1ccc(OCc2nnc3n2CCC3)cc1 | 14 | 96 | 102 | 15 | 97 | 98 | 15 | 13 | 96 | 108 | 101
O=C(Nc1c(Cl)cc(Cl)cc1C(=O)NCc1cccnc1)c1ccc(Cl)cc1Cl | 0 | 100 | 101 | -4 | 103 | 98 | x | -40 | 99 | 96 | 101
Cn1ccnc1SCC(=O)N(C1CCCCC1)C1CCCCC1 | -2 | 99 | 100 | -2 | 100 | 99 | x | -44 | 99 | 101 | 104
CCCc1cc(NC(=O)CCl)n(-c2ccccc2)n1 | 5 | 99 | 100 | 18 | 97 | 97 | x | -23 | 98 | 102 | 98
Cc1ccc(C)c(S(=O)(=O)NC(CC(C)C)C(=O)O)c1 (stereo not given) | 0 | 104 | 102 | 8 | 97 | 100 | x | 9 | 102 | 105 | 103
Cc1ccc(CC(CC(=O)O)C(=O)NCc2ccccc2)cc1 (stereo not given) | -1 | 97 | 98 | 4 | 98 | 100 | x | -18 | 103 | 101 | 99
COC(=O)[C@@H](NC(=O)Nc1ccccc1F)C(C)C | 0 | 99 | 101 | -2 | 98 | 98 | 13 | -6 | 98 | 104 | 99
CC1=C(C(=O)Nc2cccc(F)c2)C(c2ccsc2)C2=C(CC(C)(C)CC2=O)N1 (stereo not given) | -5 | 99 | 99 | 10 | 100 | 99 | 2 | -24 | 98 | 103 | 101
COc1ccccc1-n1nnnc1S(=O)(=O)Cc1ccc(Cl)cc1 | -1 | 96 | 100 | -6 | 98 | 97 | 11 | 9 | 97 | 101 | 103
Cc1ccc(CC(=O)Nc2nc3ccccc3s2)cc1 | -2 | 98 | 100 | 21 | 95 | 96 | x | -12 | 97 | 101 | 97
Nc1nc(NCCCN2CCOCC2)nc(Nc2ccccc2)c1[N+](=O)[O-] | -3 | 102 | 103 | 18 | 100 | 103 | 3 | -21 | 104 | 110 | 108
O=C(CCCOc1ccccc1)Nc1nc2ccccc2[nH]1 | -4 | 96 | 98 | -1 | 99 | 96 | -15 | 13 | 95 | 103 | 101
CC(=O)c1ccc(N2CCN(C(=O)C3CCCN(S(=O)(=O)c4c(C)[nH]c(=O)[nH]c4=O)C3)CC2)cc1 (stereo not given) | 2 | 102 | 97 | 17 | 94 | 93 | -22 | -14 | 98 | 103 | 99
CC(=O)Nc1nc(CC(C)C)cc(-c2ccco2)c1C#N | 6 | 98 | 98 | 3 | 98 | 98 | x | -14 | 97 | 101 | 100
O=C(O)c1ccc(/C=C/c2ccc3cccc(O)c3n2)cc1 | 0 | 94 | 95 | 49 | 94 | 92 | 3 | -57 | 94 | 100 | 95
O=C(C1CCCN(Cc2nc(-c3cccs3)no2)C1)N1CCOCC1 (stereo not given) | -2 | 97 | 95 | -3 | 95 | 97 | -1 | -3 | 96 | 100 | 99
Fc1cccc2sc(Nc3nnc(-c4ccccc4)o3)nc12 | -3 | 95 | 95 | -45 | 93 | 96 | 16 | -34 | 95 | 100 | 98
O=C(O)c1cc2ccc3ccccc3c2[nH]1 | -1 | 100 | 96 | 9 | 97 | 99 | x | 1 | 100 | 106 | 95
CCC(C)c1ccccc1OCCOCCN1CCCC1 (stereo not given) | -5 | 99 | 100 | 22 | 98 | 99 | 25 | 16 | 99 | 102 | 103
O=C(N/N=C/c1cn(-c2ccccc2)nc1-c1cc2ccccc2o1)c1c[nH]c2ccccc12 | 0 | 94 | 93 | 15 | 93 | 96 | 18 | -3 | 101 | 101 | 96
O=C(COc1ccc2ccccc2c1Br)NC(=S)Nc1cccc(CO)c1 | -4 | 102 | 104 | 5 | 101 | 104 | x | 52* | 100 | 101 | 102

(next part)
SMILES | Bim-Mcl-1 | Rab2A wt mod | Cdc42 wt GTP | Mcl1 Noxa PPI | Rac1 act GTP bind | HRas wt GTP bind | Pf gametocyte | Mcl1-Bid inh | Rab7 wt modul | RGS8-Gao reg | Rac1 wt modul
CCSc1nnc(NC(=O)C2Cc3ccccc3CN2S(=O)(=O)CC)s1 (stereo not given) | 4 | 99 | 102 | -14 | 100 | 101 | 0 | -45 | 97 | 112 | 106
Cc1nn(Cc2ccc(C(=O)Nc3nc4c(C)cccc4s3)o2)c(C)c1Br | 0 | 99 | 103 | 5 | 96 | 101 | x | -15 | 101 | 105 | 102
Cc1c(F)cccc1NS(=O)(=O)c1ccc(OCCNS(C)(=O)=O)cc1 | 5 | 98 | 96 | 8 | 99 | 98 | -13 | -28 | 94 | 98 | 100
O=C(CC1Oc2ccccc2NC1=O)NCc1ccc(Cl)cc1 (stereo not given) | -2 | 101 | 103 | 1 | 100 | 101 | x | -4 | 102 | 102 | 107
COC(=O)Cn1cc(C(=O)OC)c2ccccc21 | 0 | 98 | 99 | 8 | 98 | 99 | x | -2 | 97 | 102 | 100
O=S(=O)(NCc1cc(-c2ccc(Cl)cc2)no1)c1ccccc1 | 0 | 104 | 98 | 10 | 99 | 104 | x | -36 | 105 | 103 | 110
C#CCn1c(=NC(=O)c2cccs2)sc2cccc(OC)c21 | -1 | 101 | 103 | 7 | 99 | 100 | x | -11 | 100 | 104 | 105
COC(=O)C1C2C=CC3(CN(CC4CCCO4)C(=O)C13)O2 (stereo not given) | -2 | 103 | 105 | 6 | 101 | 104 | x | -19 | 98 | 101 | 103
O=C1OCCC1Sc1nc2ccccc2[nH]1 (stereo not given) | -3 | 101 | 102 | 11 | 99 | 102 | x | -7 | 98 | 107 | 102
COc1ccc(N2CCN(C(=O)c3cccc(F)c3)CC2)c([N+](=O)[O-])c1 | 1 | 96 | 99 | -4 | 97 | 98 | x | -12 | 96 | 105 | 103
Cc1cc(C)n(CC(O)CN(c2cccc([N+](=O)[O-])c2)S(=O)(=O)c2ccccc2)n1 (stereo not given) | -2 | 99 | 100 | 15 | 96 | 99 | x | 7 | 100 | 101 | 100
Cc1ccc(Cl)cc1NC(=S)N(Cc1cccs1)C1CCCC1 | 0 | 95 | 94 | 5 | 95 | 95 | 3 | -21 | 96 | 97 | 98
Cc1c(NC(=O)C(C)OC(=O)CC2Sc3ccccc3NC2=O)c(=O)n(-c2ccccc2)n1C (stereo not given) | -2 | 101 | 100 | 0 | 100 | 100 | -2 | 3 | 97 | 109 | 101
Cc1nn(CC(=O)NCc2ccc(-n3cccn3)cc2)c(C)c1[N+](=O)[O-] | -2 | 99 | 106 | 20 | 101 | 98 | -1 | 3 | 100 | 92 | 102
COc1ccc(-c2nnn(CC(=O)N(CC(=O)NCCC(C)C)Cc3cccs3)n2)cc1OC | -1 | 105 | 103 | 7 | 97 | 104 | x | -11 | 109 | 103 | 102
CCN(CC)S(=O)(=O)c1ccc(OC(C)C)c(NC(=O)c2c3c(nc4ccccc24)CCN(Cc2ccccc2)C3)c1 | -2 | 94 | 97 | 0 | 97 | 98 | -31 | -10 | 97 | 110 | 102
CC1(C)C(=O)Nc2ccccc2N1C(=O)COC(=O)c1ccc(Cl)c(S(=O)(=O)NCc2ccccc2)c1 | -1 | 96 | 95 | 2 | 96 | 96 | x | 4 | 97 | 100 | 96
Cc1occc1C(=O)NNC(=O)NC12CC3CC(CC(C3)C1)C2 | 0 | 100 | 98 | 0 | 97 | 101 | -13 | -39 | 99 | 101 | 100
Cc1nc(C)c(C(=O)NNC(=O)c2ccc(Br)cc2)s1 | 0 | 103 | 105 | 3 | 101 | 102 | -13 | -66 | 101 | 101 | 107
Nc1ccc(NS(=O)(=O)c2ccccc2)cc1 | 0 | 100 | 99 | 16 | 99 | 102 | x | -41 | 101 | 100 | 105

Mcl1-Bid inh: hit marks shown above.
canonical_smiles,Bim-Mcl-1,Rab2A wt mod,Cdc42 wt GTP,Mcl1 Noxa PPI,Rac1 act GTP bind,HRas wt GTP bind,Mcl1-Bid inh,Rab7 wt modul,RGS8-Gao reg,Rac1 wt modul
O=C(COc1ccc2ccccc2c1Br)NC(=S)Nc1cccc(CO)c1,-4,102,104,5,101,104,52*,100,101,102

Rewritten in CSV form: 3 of the compounds above
canonical_smiles,Bim-Mcl-1,Rab2A wt mod,Cdc42 wt GTP,Mcl1 Noxa PPI,Rac1 act GTP bind,HRas wt GTP bind,Pf gametocyte,Mcl1-Bid inh,Rab7 wt modul,RGS8-Gao reg,Rac1 wt modul
O=C(Nc1c(Cl)cc(Cl)cc1C(=O)NCc1cccnc1)c1ccc(Cl)cc1Cl,0,100,101,-4,103,98,x,-40,99,96,101
Cc1nn(Cc2ccc(C(=O)Nc3nc4c(C)cccc4s3)o2)c(C)c1Br,0,99,103,5,96,101,x,-15,101,105,102
C#CCn1c(=NC(=O)c2cccs2)sc2cccc(OC)c21,-1,101,103,7,99,100,x,-11,100,104,105

Single records, as listed above. Order of screens: Bim-Mcl-1	Rab2A wt mod	Cdc42 wt GTP	Mcl1 Noxa PPI	Rac1 act GTP bind	HRas wt GTP bind	Pf gametocyte	Mcl1-Bid inh	Rab7 wt modul	RGS8-Gao reg	Rac1 wt modul
Entry for `COc1ccc(N2CCN(C(=O)c3cccc(F)c3)CC2)c([N+](=O)[O-])c1` → 1	96	99	-4	97	98	x	-12	96	105	103
Entry for `Cc1nn(CC(=O)NCc2ccc(-n3cccn3)cc2)c(C)c1[N+](=O)[O-]` → -2	99	106	20	101	98	-1	3	100	92	102
